FAS-TE inh: blocks the thioesterase domain of human fatty acid synthase; recombinant FAS-TE, OMFH fluorogenic substrate, fluorescence endpoint; AID 602261; P49327; 360,000 tested, 0.67% active; inhibition, % at 15 µM;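 active means compounds whose normalised, plate-corrected inhibition of enzyme fluorescence in the single-dose primary screen is 50% or more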;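 further: 0% = DMSO with enzyme and 100% = substrate without enzyme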
NRP1-CendR mod: alters CendR peptide binding to human NRP-1 | 360,000 tested, 0.85% active | AID 602438 | O14786 | inhibition, % at 25 µM | FAM-RPARPAR peptide binding to NRP-1, fluorescence polarization;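 active means inhibition or corrected inhibition above about 18%, plus a signal ratio from 0.5 to 1.5, limit read from the data, passing the limit was not always enough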; further: strong numbers were not always called active
bovine MsrA act: activates bovine MsrA enzyme | purified bovine MsrA, absorbance read-out | activation, % at 10.6 µM | 360,000 tested, 0.3% active; in the data active means activation above about 7.5%;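 further: 0% = vehicle and 100% = reference activator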
Rin1 Abl inh: inhibitors of human Rin1-Abl protein interaction | P00519+Q13671 | TR-FRET Rin1/Abl binding, biochemical | 360,000 tested, 0.4% active | AID 588664 | inhibition, % at 7.35 µM; in the data active means inhibition above about 5%, passing the limit was not always enough
MT1-MMP act inh: MT1-MMP (human) activation inhibition; P50281; HT1080 RFP-PRO-GFP cells, GFP/RFP ratio fluorescence, overnight; percent of plate control window, DMSO zero; GFP/RFP ratio change, % at 20 µM; 360,000 tested, 0.061% active;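 active means GFP/RFP ratio change of at least 30% with cell ATP level not reduced by more than half and red fluorescence within 50% of control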; further: strong numbers were not always called active
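Material – HT1080 RFP-PRO-GFP cells · Control set – DMSO wells and RFP-L50D-GFP cells · Incubation – overnight cell settling, then overnight compound exposure, 37 °C, 5% CO2 · Compound dosing – single-point 20 µM compound, 1% DMSO · Read-out – GFP/RFP fluorescence ratio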
E coli Lon inh: E. coli protease La inhibition; AID 602123; P0A9M0; 360,000 tested, 0.42% active; inhibition, % at 7.94 µM; purified E. coli Lon protease, fluorescence polarization; in the data active means inhibition above about 13%, passing the limit was not always enough;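 further: 0% = enzyme with probe and DMSO and 100% = no enzyme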
Target sequence (P0A9M0 whole entry, looked up): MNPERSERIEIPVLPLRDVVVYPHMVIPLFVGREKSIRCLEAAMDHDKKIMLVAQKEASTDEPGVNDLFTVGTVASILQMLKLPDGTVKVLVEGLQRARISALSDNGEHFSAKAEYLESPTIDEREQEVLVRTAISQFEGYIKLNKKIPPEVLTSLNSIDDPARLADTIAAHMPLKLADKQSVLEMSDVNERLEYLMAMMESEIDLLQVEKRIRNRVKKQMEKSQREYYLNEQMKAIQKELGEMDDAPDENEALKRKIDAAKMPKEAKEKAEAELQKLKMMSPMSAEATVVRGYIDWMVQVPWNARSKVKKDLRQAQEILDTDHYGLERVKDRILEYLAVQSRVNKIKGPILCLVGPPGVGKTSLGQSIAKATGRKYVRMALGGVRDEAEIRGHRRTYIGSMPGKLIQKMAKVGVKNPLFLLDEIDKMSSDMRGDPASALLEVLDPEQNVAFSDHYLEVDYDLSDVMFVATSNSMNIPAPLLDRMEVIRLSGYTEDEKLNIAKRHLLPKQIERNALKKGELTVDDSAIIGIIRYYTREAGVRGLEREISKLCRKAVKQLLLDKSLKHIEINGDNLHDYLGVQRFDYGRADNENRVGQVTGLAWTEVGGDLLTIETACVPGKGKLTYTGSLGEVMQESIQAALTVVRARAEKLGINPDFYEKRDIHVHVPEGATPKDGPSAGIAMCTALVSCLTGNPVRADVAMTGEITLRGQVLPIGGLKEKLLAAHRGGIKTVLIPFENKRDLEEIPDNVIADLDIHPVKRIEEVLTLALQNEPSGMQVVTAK
SKN-1 block: inhibitors of C. elegans SKN-1; C. elegans VP596 Pgst-4::GFP/RFP ratio, acrylamide-induced, 24 h; inhibition, % at 21.8 µM; 360,000 tested, 0.49% active;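 active means interference check ratio from 0.5 to 1.5 plus GFP to RFP signal ratio inhibition reaching or exceeding a fixed threshold, cut at about 30% in these data, passing the limit was not always enough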; further: some compounds called inactive have numbers as strong as hits
MsrA inh: inhibitors of bovine MsrA. inhibition, % at 15.5 µM. 360,000 tested, 0.75% active. purified bovine MsrA, absorbance read-out; in the data active means inhibition above about 4.5%;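 further: 0% = vehicle wells with enzyme and 100% = reference inhibitor wells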
Neddylation inh: inhibitors of human cullin neddylation; P61081+Q13564; TR-FRET cullin neddylation, biochemical; calls only at 25 µM; 360,000 tested, 0.58% active; AID 651699; in the data active means inhibition above about 36%
* = called active by the depositor; i = inactive; . = no result given.

SMILES	FAS-TE inh	NRP1-CendR mod	bovine MsrA act	Rin1 Abl inh	MT1-MMP act inh	E coli Lon inh	SKN-1 block	MsrA inh	Neddylation inh
CCn1c(=N)c(C(=O)NCCCOC)cc2c(=O)n3cccc(C)c3nc21	-6	3	-5	-7	-5	12	-19	0.6	.
Cc1nc2ccccc2c(=O)n1NC(=O)c1ccccc1Cl	-2	14	2	-1	4	-16	4	3.1	i
O=C(COC(=O)COc1ccc2c(c1)CCC2)Nc1ccccc1	-4	-16	-2	-3	-2	11	-5	-0.3	i
CN(CC1CCCO1)S(=O)(=O)c1ccc(C(=O)Nc2ccc(F)cc2)cc1 (centres undefined)	1	9	-4	0	3	-7	4	-0.7	i
O=C(CSc1ccc2nnc(-c3cccnc3)n2n1)Nc1cccc(F)c1	0	4	-1	-5	-2	5	16	1.0	i
COc1ccc(-c2cc(C3CCN(C(=O)OC(C)(C)C)CC3)[nH]n2)cc1	6	4	-3	0	-5	-2	7	-0.8	i
C[C@@H]1CN([C@@H](C)CO)C(=O)CCCn2cc(nn2)CO[C@H]1CN(C)C(=O)CCCN(C)C	-5	-4	0	0	0	1	-12	-1.3	i
NS(=O)(=O)c1ccc(NC(=O)/C=C/c2ccco2)cc1	-3	-23	-10	1	-1	-12	7	4.5	i
CCOC(=O)C1CCCN(C(=O)CN2C(=O)COc3ccc(C(C)(C)C)cc32)C1 (centres undefined)	-2	-9	-1	2	-1	-6	12	-0.7	i
O=C(NC1CCS(=O)(=O)C1)c1cccs1 (centres undefined)	-6	7	-1	3	1	-1	11	-1.9	i
CCc1sc(NC(=O)CN2CCC(C(N)=O)CC2)nc1-c1ccccc1	-4	-2	4	-3	1	-3	3	-0.1	i
CCn1c(Cc2ccccc2)nnc1SCC(=O)Nc1ccc2c(c1)OCO2	-5	-2	1	-2	1	-2	6	-0.6	i
O=S(=O)(Nc1ccc(Oc2ncccn2)c(Cl)c1)c1ccc(F)cc1	-10	-6	-5	0	-7	-9	-29	-0.4	i
O=C(Cc1ccccc1)NNC(=O)Nc1cccc(Cl)c1	-4	4	-11	1	-2	5	6	-0.8	i
COc1cc(-c2nc(C)c(C(C)=O)n2O)ccc1OCC(=O)Nc1ccc(F)cc1	-6	-10	-2	2	5	-3	12	2.0	i

The last 6 records of the section above open the next one.
SMILES	FAS-TE inh	NRP1-CendR mod	bovine MsrA act	Rin1 Abl inh	MT1-MMP act inh	E coli Lon inh	SKN-1 block	MsrA inh	Neddylation inh
O=C(NC1CCS(=O)(=O)C1)c1cccs1 (centres undefined)	-6	7	-1	3	1	-1	11	-1.9	i
CCc1sc(NC(=O)CN2CCC(C(N)=O)CC2)nc1-c1ccccc1	-4	-2	4	-3	1	-3	3	-0.1	i
CCn1c(Cc2ccccc2)nnc1SCC(=O)Nc1ccc2c(c1)OCO2	-5	-2	1	-2	1	-2	6	-0.6	i
O=S(=O)(Nc1ccc(Oc2ncccn2)c(Cl)c1)c1ccc(F)cc1	-10	-6	-5	0	-7	-9	-29	-0.4	i
O=C(Cc1ccccc1)NNC(=O)Nc1cccc(Cl)c1	-4	4	-11	1	-2	5	6	-0.8	i
COc1cc(-c2nc(C)c(C(C)=O)n2O)ccc1OCC(=O)Nc1ccc(F)cc1	-6	-10	-2	2	5	-3	12	2.0	i
COc1ccccc1N1CCN(C(=O)C2CCCCN2S(=O)(=O)c2ccc(C)cc2)CC1 (centres undefined)	10	9	-3	-1	-4	3	3	2.4	i
COc1cccc(-c2nnc(SCC(=O)Nc3cc(C)on3)n2C)c1	-8	-10	0	-2	0	-8	18	0.5	i
Cc1cccc(C2c3[nH]c4ccccc4c3CCN2C(=O)CN2CCOC2=O)n1 (centres undefined)	-5	10	-7	3	-2	-8	3	1.7	i
CCOC(=O)c1c(NC(=O)CSc2cn(CC)c3ccccc23)sc2c1CCC2	25	0	-1	1	-2	-4	-3	0.6	i
COc1cccc(CC(Cc2nc3ccccc3[nH]2)c2nc3ccccc3[nH]2)c1 (centres undefined)	5	1	-1	1	1	6	0	0.3	i
Cc1cc(C)cc(N(C(C)C(=O)NCCC2=CCCCC2)S(C)(=O)=O)c1 (centres undefined)	2	-7	1	0	-4	4	-8	.	i
c1ccc(Cn2ncc3c(N4CCN(C(c5ccccc5)c5ccccc5)CC4)ncnc32)cc1	35	14	0	-1	-2	-2	12	-0.8	i
C=CCN(CC(O)c1cccc([N+](=O)[O-])c1)C(C)CCc1ccccc1 (centres undefined)	28	-1	-3	-2	2	4	8	0.6	i
CC1(Oc2ccccc2)CCN(Cc2ccc(-c3ccccn3)cc2)C1 (centres undefined)	0	-56	-7	-6	0	-1	-9	-0.7	i
Cn1c(N2CCOCC2)c(/C=N/O)c2ccccc21	-6	1	-6	0	0	-11	8	-0.3	i
Cc1ccc(C(=O)NC(C)C2CC3CCC2C3)c(C)c1 (centres undefined)	2	2	-4	-1	-2	5	9	0.8	i
N=C(N)SCc1ncccc1O	-6	6	-2	4	-10	1	10	.	i
Cc1ccc(S(=O)(=O)N(C)Cc2ccc(C(=O)NN=C3C4CC5CC(C4)CC3C5)cc2)cc1	-7	-13	-2	-2	4	0	9	0.5	i
CCN(CC)C(=O)CCNS(=O)(=O)c1ccc(C)cc1	-9	4	-13	-2	2	-1	-20	-0.9	i
O=C(NCc1ccc(F)cc1Cl)C1CCN(S(=O)(=O)N2CCC3(CC2)OCCO3)CC1	-4	-1	-1	5	9	2	-3	0.2	i
Cc1ccc(S(=O)(=O)N2CCN(c3c([N+](=O)[O-])cc(C(F)(F)F)cc3[N+](=O)[O-])CC2)cc1	20	-9	-7	0	-6	-1	2	0.6	i
CN(CCC#N)C(=O)CC(Cc1ccccc1)C1CCOC(C)(C)C1 (centres undefined)	-4	6	0	-3	-1	-3	-1	-0.6	i
COc1ccc(N2C(=O)C(CN3CCCCC3)C2c2ccccc2)cc1 (centres undefined)	-5	-13	-4	0	1	3	1	-0.4	i
Cc1ccc(S(=O)(=O)NCCC(=O)N2CCN(c3cccc(Cl)c3)CC2)cc1C	5	20	-3	0	2	2	-4	-0.3	i
Cc1ccc(-c2nnn(CC(=O)N(c3ccccc3)C(C(=O)NCC3CCCO3)c3ccc(Cl)cc3)n2)cc1 (centres undefined)	-1	3	-8	-7	0	3	14	-1.8	i
NC(=O)COC(=O)c1ccc(NS(=O)(=O)c2ccc3c(c2)OCCO3)cc1	-7	2	1	1	2	-9	-3	-0.6	i
CS(=O)(=O)N1CCCC(C(=O)NCc2ccc(F)cc2)C1 (centres undefined)	-6	-8	-2	1	8	-1	-3	0.2	i
CCc1nc(N)nc(N)c1-c1ccc(Cl)c([N+](=O)[O-])c1	-5	9	-1	2	-6	-12	3	0.5	i
CC(=O)c1cccc(NC(=O)c2nc(-c3ccccc3)oc2C)c1	17	-21	-2	-2	1	-1	8	-0.2	i
COc1ccc(C(=O)NC(=S)N(C)C2CCCCC2)cc1	-1	8	0	1	2	-4	7	-0.2	i
Cc1cc(C)n2nc(SCC(=O)NC3CCCCC3)nc2n1	-1	5	-1	1	3	-7	12	-1.2	i
C=C(C)c1cccc(C(C)(C)NC(=O)N2CCN(c3ccccn3)CC2)c1	-4	7	-1	-1	2	-5	-6	-0.2	i
O=C1[C@@H]2Cc3c([nH]c4ccccc34)C(c3ccc(Cl)cc3)N2C(=O)CN1CCO (some centres undefined)	6	0	-2	3	0	6	5	0.7	i
Nc1ccn(CC(=O)N2CCN(c3ccccn3)CC2)c(=O)n1	-4	12	-12	1	2	13	9	0.7	i
CN1CCN(c2ncnc3c2ncn3[C@H]2CN(Cc3ccco3)C[C@@H](CO)O2)CC1	-5	-5	-2	3	1	12	4	.	i
CC12C=CC(=O)C=C1CCC1C2C(O)CC2(C)C1CCC2(O)C(=O)CO (centres undefined)	-3	-4	-3	-1	-5	-16	-3	0.4	i
CCCn1c(N)c(NCCN2CCOCC2)c(=O)n(CC(=O)NCc2ccccc2)c1=O	-5	-20	-2	-2	3	15	8	0.4	i
CCN(CC)C(=O)Cn1c(=O)n(CCC(=O)Nc2ccc(F)cc2)c(=O)c2sccc21	-4	-2	-2	-2	0	6	11	-0.9	i
Cc1nc(N2CCN(c3ccccn3)CC2)c2c(C)c(C(=O)Nc3ccc(F)cc3F)sc2n1	24	-5	-4	-1	-1	7	5	0.2	i
CC1=CN(S(=O)(=O)c2ccc(C)cc2)C[C@@H]2c3ccccc3N(S(=O)(=O)c3ccc(C)cc3)[C@H]12	30	-16	-1	-1	-3	1	5	1.1	i
O=C(N/N=C/c1ccc(Br)s1)c1cccc([N+](=O)[O-])c1	0	-1	-3	0	6	-10	1	-0.3	i
COc1cccc(CNC(=O)CCn2c(=O)c3cccn3c3cccnc32)c1	6	9	-4	2	0	-2	8	1.3	i
Cc1cccc(OCCCC(=O)N2CCCc3ccccc32)c1C	19	-3	-2	-2	2	0	12	-0.9	i
O=C(NCc1ccco1)C1CCN(C(=O)Cc2ccccc2)CC1	-9	1	-1	-2	-3	-5	4	0.3	i
Cc1ccc(S(=O)(=O)N2CCCC(C(=O)NCCc3ccccc3)C2)cc1 (centres undefined)	3	16	-2	1	-3	-2	2	-0.5	i
CCN1C(=O)c2cccc3c(NC(=O)c4ccccc4)ccc1c23	-2	-6	1	-9	8	0	19	1.4	i
CCOC(=O)C1=C(N)OC2=C(C(=O)CC(C)(C)C2)C1c1cccnc1 (centres undefined)	-8	3	-2	-1	0	-1	9	-0.1	i
CCC1C/C(=C\c2cc(OC)c(OC)cc2OC)C(=O)/C(=C/c2cc(OC)c(OC)cc2OC)C1 (centres undefined)	17	-142	-6	-2	-43	-41	2	.	i
Cc1nn(-c2ccc(N3CCCCC3)nn2)c(C)c1CCC(=O)Nc1ccc(F)cc1	1	8	1	1	2	-7	20	0.7	i
Cc1ccccc1OCC(=O)OCC(=O)c1cc(C)n(C2CC2)c1C	18	-20	-3	1	6	0	16	2.9	i
CC(=O)Nc1cccc(-c2ccnc3c2CC(C(=O)NCc2cccc(Cl)c2)O3)c1 (centres undefined)	-1	-3	-1	1	-2	0	25	0.2	i
O=C(NCc1ccc(Cl)cc1)[C@@H]1CCCN1S(=O)(=O)c1ccc(Cl)cc1	12	16	-1	4	4	-14	17	0.3	i
O=C(COC(=O)Cc1cccc(C(F)(F)F)c1)Nc1ccc2c(c1)OCCO2	8	9	-3	1	2	-2	11	-0.1	i
Brc1ccc(-c2ccc(CNCc3ccccn3)o2)cc1	0	-14	-2	-6	-1	-1	-3	-0.5	i
NNC(=O)CC(=O)NC1(Cc2ccc(O)cc2)CCCCC1	-2	6	2	1	-3	0	5	-0.4	i
C[C@H](CO)N1C[C@H](C)[C@@H](CN(C)C(=O)NC2CCCCC2)Oc2c(NC(=O)CCC(F)(F)F)cccc2C1=O	13	-7	-2	-2	4	-7	3	1.2	i
COc1ccc(CC(=O)NCc2cccs2)cc1	-7	0	-1	-1	7	-6	-8	0.8	i
CCOC(=O)c1ccc(NC(=O)CSc2nnc(CCc3ccc(C)o3)n2-c2ccccc2)cc1	8	-22	2	4	-8	-3	2	1.6	i
COc1ccc(NC(=O)Nc2nnc([C@H]3C[C@H](O)[C@@H](CO)O3)s2)cc1	-6	-11	-3	-1	3	-2	9	-0.3	i
O=C1C=C(Nc2ccccc2O)c2ccccc2C1=O	23	0	9.3*	-5	12	43*	25	1.9	i
Clc1nc(-c2ccccc2)c2ccccc2n1	2	10	-1	-8	0	-3	-7	0.1	i

Source: PubChem BioAssay (several laboratories)
